# CHO parental Ca: signal in parental CHO cells, OX1R antagonist counter-screen | inhibition, % at 5.6 µM | AID 463079 | 0.63% of 330,000 active | parental CHO-K1, ATP-induced calcium, Fluo-8 fluorescence;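 active means inhibition above that plate's mean sample inhibition plus 3 SD, cut at about 26% in these data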;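 further: 0% = ATP-challenged DMSO wells and 100% = DMSO wells without ATP; some compounds past the cut are filed as inactive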
#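 Test system: untransfected parental CHO cell line; also added: ATP stimulus; dosing: 5.6 µM, single dose; signal: calcium-sensitive Fluo-8 fluorescence; measure: percent inhibition of ATP-evoked calcium rise, normalized to controls; benchmarks: low control ATP plus DMSO, high control DMSO only; replication: one well per compound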
# M1 PAM parental: M1 PAM counterscreen hit in parental CHO-K1 cells; ATP EC20, Fluo-8 calcium fluorescence; 0% at ATP EC20, 100% at ATP max; activation, % at 3 µM; 0.02% of 360,000 active;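 active means activation above the run cutoff, the mean activation of all test compounds plus 3 SD, cut at about 40% in these data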;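 further: peak over basal fluorescence ratio in a 140 s read after ATP addition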
# TAAR1 ag: human TAAR1 agonism; AID 624467; activation, % at 3 µM; CHO RD-HGA16 TAAR1, Fluo-8 calcium fluorescence; vehicle wells 0%, saturating PEA agonist 100%; 0.99% of 360,000 active; Q96RJ0;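 active means activation above the mean activation of all test compounds in the run plus 3 SD, cut at about 38% in these data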
# Target sequence (Q96RJ0 whole entry, looked up): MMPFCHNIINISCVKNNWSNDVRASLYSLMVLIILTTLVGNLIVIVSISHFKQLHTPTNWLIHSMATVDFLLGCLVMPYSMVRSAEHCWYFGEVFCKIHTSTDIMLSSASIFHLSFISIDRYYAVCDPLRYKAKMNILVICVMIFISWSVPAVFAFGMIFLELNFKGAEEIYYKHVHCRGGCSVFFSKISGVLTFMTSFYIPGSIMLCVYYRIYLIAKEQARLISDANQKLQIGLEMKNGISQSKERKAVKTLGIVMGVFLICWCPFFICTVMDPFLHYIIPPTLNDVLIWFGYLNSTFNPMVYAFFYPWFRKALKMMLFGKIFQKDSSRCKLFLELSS
#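 Test system: RD-HGA16 (CHO) cells co-expressing Gα16 and hTAAR1; dosing: one-point dosing at 3 µM (nominal); timing: 17-24 h seeding, 75 min 37 °C dye, 30 min RT; signal: kinetic Fluo-8 calcium fluorescence; read-out basis: % activation relative to PEA EC100 response; controls: DMSO and PEA EC100; replicates: n 1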
# M1 ag parental: counter-screen for M1 agonists: effect in parental CHO-K1 cells. AID 602248. activation, % at 3 µM. Fluo-8 calcium fluorescence; scaled to maximal ATP response, vehicle zero. 0.48% of 360,000 active; in the data active means activation above about 15%;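 further: untransfected CHO-K1 host cells lacking M1 receptor as counterscreen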
# TAAR1 antagonist: antagonists of human TAAR1. inhibition, % at 3 µM. Q96RJ0. CHO RD-HGA16 TAAR1, Fluo-8 calcium fluorescence, antagonist. 1.5% of 360,000 active;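 active means inhibition above a per-plate cutoff, the mean inhibition of test compounds on that plate plus 3 SD, cut at about 49% in these data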;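 further: 0% = DMSO plus EC80 beta-PEA response and 100% = DMSO alone without agonist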
#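 System: CHO RD-HGA16 cells bearing hTAAR1. Reagent: EC80 β-phenethylamine stimulus. Schedule: seeding 17-24 h prior, 75-min 37 °C, 30-min RT dye loading. Signal: Fluo-8 intracellular calcium dye fluorescence, real-time kinetic reads. Read-out: % inhibition from peak post-agonist over basal fluorescence ratio. Benchmarks: vehicle wells and EC80 agonist wells. Replicates: n of 1.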
# M1 ag: human M1 muscarinic receptor agonism; P11229; activation, % at 3 µM; AID 588814; CHO-K1 hM1, Fluo-8 calcium fluorescence, agonist mode; 0% DMSO, 100% acetylcholine EC100; 0.33% of 360,000 active;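 active means activation above the run's mean compound activation plus 3 SD, cut at about 16% in these data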;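 further: peak over basal fluorescence ratio within a 140 s kinetic read after compound addition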
# Target sequence (P11229 whole entry, looked up): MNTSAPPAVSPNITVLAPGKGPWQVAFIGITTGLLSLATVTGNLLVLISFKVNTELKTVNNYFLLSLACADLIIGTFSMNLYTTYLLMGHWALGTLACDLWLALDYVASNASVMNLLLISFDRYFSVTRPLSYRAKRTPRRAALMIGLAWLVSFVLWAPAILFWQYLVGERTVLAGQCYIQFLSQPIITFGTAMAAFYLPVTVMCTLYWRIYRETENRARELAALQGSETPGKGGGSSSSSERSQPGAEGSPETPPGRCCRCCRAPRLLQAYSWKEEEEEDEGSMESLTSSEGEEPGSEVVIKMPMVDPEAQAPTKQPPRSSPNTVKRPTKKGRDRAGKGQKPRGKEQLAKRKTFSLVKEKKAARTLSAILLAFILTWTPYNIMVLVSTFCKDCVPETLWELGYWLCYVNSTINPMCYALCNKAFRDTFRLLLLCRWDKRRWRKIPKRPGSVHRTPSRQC
# CHRM1 antagonist: blocks human M1 muscarinic receptor; P11229; CHO-K1 hM1, Fluo-8 calcium fluorescence, ACh EC80 antagonist; inhibition, % at 3 µM; 1.3% of 360,000 active;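 active means percent inhibition above its own plate's cutoff, namely the mean of that plate's compound wells plus 3 SD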;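 further: peak over basal fluorescence ratio during 140 s after agonist addition; 0% = ACh EC80 plus DMSO and 100% = DMSO alone without agonist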
# CHO-K1 Ca antag: nonselective inhibitor or artifact in parental CHO-K1 cells | ATP-induced calcium, Fluo-8 fluorescence | inhibition, % at 3 µM | 0.6% of 360,000 active | AID 602250;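 active means inhibition above a per-plate cutoff, the plate's mean sample inhibition plus 3 SD, cut at about 24% in these data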;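 further: 0% = DMSO plus EC80 ATP and 100% = DMSO alone without ATP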
# M1 PAM: potentiates human M1 receptor response to acetylcholine. AID 588819. P11229. 0.088% of 360,000 active. activation, % at 3 µM. CHO-K1 hM1, Fluo-8 calcium fluorescence, ACh EC20; 0% = ACh EC20, 100% = maximal ACh; in the data active means activation above about 19%, passing the limit was not always enough
# * marks the source's active call; other numbers are inactive results; · = not tested or not shown.
Molecule	CHRM1 antagonist	TAAR1 ag	TAAR1 antagonist	M1 PAM parental	CHO parental Ca	M1 ag parental	CHO-K1 Ca antag	M1 ag	M1 PAM
Cc1cc2c(cc1C)N(Cc1ccc(Cl)cc1)C1=NCCCN12	-7.2	10.3	-15.7	9.9	-10.8	2.4	-1.8	-5.4	0.5
CNc1ccccc(C(=O)/C=C/c2ccccc2OC)c1=O	-11.7	0.2	-19.2	22.6	-12.1	1.4	-12.6	-5.4	7.6
OCCNc1ncnc2c1ncn2[C@H]1CN(Cc2cccs2)C[C@@H](CO)O1	0.6	2.6	-2.1	-14.8	·	-0.1	4.2	-2.0	-2.6
Cc1cccc(NC(=O)C(=O)NNC(=O)c2ccc(C(C)(C)C)cc2)c1	5.0	0.0	-1.7	3.9	93.8*	2.6	-12.8	-3.5	0.2
CC1=C(C(=O)NC2CCCc3c2cnn3-c2cc(F)cc(F)c2)OCCO1 (stereo not given)	-5.2	-1.0	-4.8	1.0	-8.0	0.9	-9.0	-1.2	7.9
Cc1ccc2c(c1)c1c(c(=O)n(-c3ccccc3)c(=O)n1CC(=O)NCC1CCCO1)n2C (stereo not given)	4.6	0.8	5.2	9.7	-3.4	0.7	-12.5	-2.1	-1.8
COc1ccc(C(=O)N2CCC3(CC2)NCCc2[nH]cnc23)cc1	-14.8	3.2	7.1	2.7	-9.2	-0.2	-11.9	-0.4	12.5
CC(=O)c1cccc(NC(=O)CCC(=O)Oc2ccc(C)cc2)c1	3.8	-1.1	-6.4	0.4	9.2	5.7	2.5	-4.7	-4.7
CCCCN(C)CCNC(=O)CCn1nc(-c2ccc(Cl)cc2)ccc1=O	-7.9	-0.7	-31.8	19.8	-15.7	0.1	5.0	-6.5	8.6
Cc1ccc(N(CC(=O)NC2CCCCC2)C(=O)CNC(=O)c2ccco2)c(C)c1	-11.8	7.6	-9.1	0.8	-8.8	1.4	-7.8	0.6	5.8
Cc1nc([N+](=O)[O-])c(C(=O)OCc2ccccc2F)n1C	-6.4	5.4	-34.0	10.9	6.1	3.2	-12.4	-4.5	4.3
COc1ccc(CNC(=O)c2ccc(Br)o2)cc1	-4.9	16.0	7.5	-4.3	4.6	-0.1	4.3	-5.8	6.1
O=C(NC1CCN(S(=O)(=O)c2ccc(F)cc2)CC1)C1CCCCC1	1.8	-1.7	0.5	6.8	-11.1	0.7	-12.9	-4.6	2.2
CCS(=O)(=O)N1Cc2cc(C(=O)N(C)C)nc(-c3cccc(-c4ccc(F)cc4)c3)c2[C@@H]1CCO	·	3.3	-9.1	11.0	·	2.6	-14.2	·	·
COc1cc(C(=O)c2c(C)c(CCC#N)n3ccccc23)cc(OC)c1OC	-5.8	1.5	-5.2	17.2	-19.7	2.0	-2.9	-5.2	4.6
CC(=O)C1=C(O)C(=O)OC1c1ccc(Cl)cc1 (stereo not given)	-4.7	3.4	-15.4	-10.2	-3.5	4.9	-12.9	-0.7	1.6
CSCCC(NC(=O)c1ccccc1)C(=O)N1CCN(C(C)=O)CC1 (stereo not given)	-2.5	6.0	-2.3	10.7	-10.1	0.0	-9.4	0.7	4.6
O=S(=O)(/N=C(/c1ccccc1)N1CCCCCC1)c1ccccc1	10.5	-0.5	-18.6	18.0	-6.2	-0.3	-4.0	-1.5	0.7
CN1CCN(CCCNC(=O)c2cc3c(-c4ccc(Cl)cc4)nn(C)c3s2)CC1	-23.2	0.3	-4.5	-7.4	-16.6	0.3	-6.4	3.6	23.0
COc1ccc(OC(=O)c2cccnc2)cc1	-19.4	10.0	-9.1	14.0	7.5	0.6	-19.4	-1.6	-8.2
O=c1c([N+](=O)[O-])c(NCCN2CCCCCC2)c2ccccc2n1-c1ccccc1	-1.5	9.8	3.0	11.2	-14.6	-0.2	-5.9	-10.8	-1.8
COc1ccc(S(=O)(=O)N2CCOC2CNC(=O)C(=O)NCC(C)C)cc1 (stereo not given)	-9.7	0.3	-2.9	13.3	-14.8	2.4	-17.9	-1.4	7.5
COc1ccccc1NS(=O)(=O)c1ccc(C)c(NS(=O)(=O)c2cc(C(=O)O)cc(C)c2C)c1	-0.7	-0.3	-16.5	-22.6	-8.7	0.1	12.7	-2.6	5.5
O=C1Nc2ccccc2C1=Nc1ccc(F)cc1	10.7	·	·	-19.4	1.1	0.8	-11.8	-1.8	-2.2
COc1ccc(CC(=O)NCCCCc2ccccc2)cc1OC	-2.4	16.7	7.9	11.8	-28.4	2.5	-10.7	-1.7	2.3
COc1ccc(CN2CCNC(=O)C2CC(=O)N(C)CC2CCOCC2)cc1OC (stereo not given)	-5.5	1.7	-22.2	-3.9	-5.9	8.9	4.9	-1.8	5.4
CCNC(=O)c1ccc(CSc2nc3ccccc3s2)cc1	11.1	2.1	-8.4	6.0	4.3	10.9	-8.2	0.0	-4.5
COC(=O)c1ccc(C(=S)N2CCCCC2)cc1	-5.5	0.1	10.7	8.5	-0.1	0.1	1.1	-3.2	9.1
CC1(C)CCC(=NNC(N)=S)CC1	-6.8	0.9	-16.2	0.1	·	0.2	-6.6	0.3	8.0
CC(C)Cn1c(-c2ccccc2)nc(=S)c2c1CCCC2	-17.8	15.2	-7.0	18.4	-14.3	-0.2	-7.7	-1.9	-2.8
CC1CCCCN1C(=O)COc1ccc2ccc(=O)oc2c1 (stereo not given)	-7.4	1.1	0.9	-16.0	6.3	0.4	4.5	-1.4	6.5
CCc1noc(C)c1C(=O)OCC(=O)Nc1c(F)cccc1F	0.2	0.2	-13.8	7.8	-7.0	0.9	-7.0	-0.7	5.9
CCCCCCCn1c(=N)n(CC(=O)c2ccco2)c2ccccc21	-18.5	8.6	4.1	13.3	-26.4	1.9	-3.0	0.1	-1.8
COc1ccc(C2C(C(=O)N3CCN(c4ccccn4)CC3)CC(=O)N2c2ccc(OC)cc2)cc1 (stereo not given)	18.4	20.0	56.6*	5.4	-17.3	4.7	11.8	2.9	-7.6
COc1ccc(F)cc1S(=O)(=O)N1CCN(Cc2ccc3c(c2)OCO3)CC1	2.4	0.9	-14.2	17.9	-28.5	2.1	-16.5	-5.1	-6.2
COc1cc(C(=O)Cc2nc3ccccc3n2C)cc(OC)c1OC	-8.1	-0.6	-8.1	-0.6	-21.5	3.9	-11.7	-3.4	2.1
CCN(CC)c1ccc(CNc2ccc(Br)cn2)cc1	-30.9	7.8	-10.2	17.5	-14.1	0.6	-12.2	-4.6	0.8
C=CCNc1nc(N)c(C(=O)c2ccc3c(c2)OCO3)s1	-19.0	12.4	-24.0	19.6	-3.4	0.4	-21.2	1.9	7.9
CC(C)(C)C(=O)COC(=O)c1cc(-c2ccncc2)nc2ccccc12	0.1	3.0	7.1	-4.9	-32.0	2.3	6.1	-10.3	-6.3
Cc1ccc(-c2cccc(CN3CCN(C4CCN(C(C)C)CC4)C(CCO)C3)c2)o1 (stereo not given)	31.3*	-1.3	10.7	-8.9	-3.0	-0.2	6.3	-4.0	-11.3
CCC1CCCCN1CCCNC(=O)c1cc2c(Cl)nc3ccccc3c2s1 (stereo not given)	-2.9	0.3	-6.2	27.4	-15.0	0.1	-8.8	-10.2	-4.5
O=C(NCCNC(=O)c1ccco1)c1ccc(Cl)c(Cl)c1	-8.9	3.6	-1.7	19.2	1.0	1.8	-16.7	-3.0	3.5
O=C(Nc1ccccc1OC(F)F)c1ccccc1	-1.2	1.1	11.0	13.6	-10.1	-0.7	-23.4	-3.2	9.5
O=C1N/C(=N/O)S/C1=C/c1cccc([N+](=O)[O-])c1	-5.4	-0.4	20.6	14.3	4.6	0.2	-4.9	-6.1	14.9
Cc1ccc(Cl)cc1N1CCN(S(=O)(=O)c2c(C)noc2C)CC1	6.3	1.1	-22.7	3.2	-25.4	0.5	-9.3	-4.0	-3.0
COc1cccc(CNC(=O)Cn2cc([N+](=O)[O-])cn2)c1	-9.7	1.4	7.6	10.9	1.2	0.2	-8.7	-3.2	8.0
COc1ccccc1NCC(=O)N/N=C/c1sccc1C	-6.5	3.0	1.9	6.7	-3.0	-0.6	7.2	-2.0	3.2
COc1cccc(C(=O)N/N=C/c2ccc(Oc3ccc([N+](=O)[O-])cn3)c(OC)c2)c1	-4.2	5.3	9.3	-7.6	-0.9	4.2	2.1	-5.0	-5.6
Cc1cc(C)c(C(=O)C2OC(=O)C(C)(C)C(=O)C2(C)C)c(C)c1 (stereo not given)	-1.0	12.7	-5.0	-4.5	-15.7	-0.3	-4.0	-4.9	-2.6
Nc1nc(Nc2ccccc2F)nc(NCc2ccco2)c1[N+](=O)[O-]	-5.4	12.5	-22.7	20.0	-29.0	0.7	-16.9	-1.8	2.2
c1ccc(-n2ncc3c(NCCN4CCOCC4)ncnc32)cc1	-2.5	13.4	1.1	8.4	1.9	0.5	1.3	-6.0	7.0
CSc1ccc(C(c2c(C)[nH][nH]c2=O)c2c(C)[nH][nH]c2=O)cc1	-15.9	3.6	-26.3	20.4	-0.8	1.2	-7.0	-2.2	11.1
O=C1C(=O)N(c2cccc(Cl)c2)C(c2ccccc2[N+](=O)[O-])/C1=C(\O)c1ccccc1 (stereo not given)	4.1	·	·	2.1	-10.7	-0.3	0.4	-0.5	-2.7
CCCCC(=O)NN(C)c1nc(-c2ccccc2)nnc1C(F)(F)F	1.9	1.1	3.2	17.5	-8.1	0.3	-8.5	-4.3	0.0
COc1ccc(CNC(=O)CNC(=O)CNS(=O)(=O)c2ccc(C)c(C)c2)cc1	0.3	0.3	2.0	2.1	-11.6	-0.6	0.7	-1.8	1.1
O=C(Nc1nc(-c2cc(Cl)sc2Cl)cs1)c1ccc(Br)s1	-3.6	1.4	-9.1	5.8	-10.9	-0.4	-5.0	-0.3	5.7
O=c1oc2ccccc2n1CCCCCn1c(=O)oc2ccccc21	1.4	6.9	6.7	16.4	-13.1	1.1	8.2	-2.8	4.1
O=C(Nc1ccccc1)c1ccc(S(=O)(=O)N(CCO)CCO)cc1	-21.5	7.1	-1.7	9.7	-8.2	0.4	-3.9	1.9	-3.8
Cc1ccccc1NS(=O)(=O)c1ccc(NS(=O)(=O)c2cccs2)cc1	-1.2	10.7	19.5	5.3	18.3	1.8	-13.6	0.9	1.7

# Some of the entries so far, with two lines to a compound.
# Value order: CHRM1 antagonist, TAAR1 ag, TAAR1 antagonist, M1 PAM parental, CHO parental Ca, M1 ag parental, CHO-K1 Ca antag, M1 ag, M1 PAM
OCCNc1ncnc2c1ncn2[C@H]1CN(Cc2cccs2)C[C@@H](CO)O1
    0.6, 2.6, -2.1, -14.8, ·, -0.1, 4.2, -2.0, -2.6
COc1cc(C(=O)c2c(C)c(CCC#N)n3ccccc23)cc(OC)c1OC
    -5.8, 1.5, -5.2, 17.2, -19.7, 2.0, -2.9, -5.2, 4.6
